TNAP pNPP inh = human TNAP enzyme inhibitors, primary screen, biochemical, colorimetric, p-nitrophenol readout | Alkaline phosphatase, tissue-nonspecific isozyme (Homo sapiens), P05186 | purified TNAP, pNPP hydrolysis, absorbance 405 nm | inhibition, % at 20 µM | 21,000 tested, under 10 active | AID 615, 2007;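 note: 0% = DMSO only wells and 100% = 1 mM levamisole wells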
Target sequence (P05186 whole entry, looked up): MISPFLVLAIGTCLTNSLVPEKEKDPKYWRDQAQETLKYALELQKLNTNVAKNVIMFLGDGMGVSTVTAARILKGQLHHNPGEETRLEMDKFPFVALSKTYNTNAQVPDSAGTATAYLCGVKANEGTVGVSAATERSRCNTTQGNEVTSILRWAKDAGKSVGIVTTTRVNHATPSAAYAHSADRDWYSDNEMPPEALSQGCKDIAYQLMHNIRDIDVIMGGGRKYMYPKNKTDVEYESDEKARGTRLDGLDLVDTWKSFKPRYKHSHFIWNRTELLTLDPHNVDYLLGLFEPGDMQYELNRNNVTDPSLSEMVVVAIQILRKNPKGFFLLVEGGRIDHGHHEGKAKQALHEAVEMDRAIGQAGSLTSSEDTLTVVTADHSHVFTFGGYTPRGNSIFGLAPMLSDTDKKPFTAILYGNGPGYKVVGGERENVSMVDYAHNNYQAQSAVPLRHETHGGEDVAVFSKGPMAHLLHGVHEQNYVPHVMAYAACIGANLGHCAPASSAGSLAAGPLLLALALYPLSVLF
TNAP Pi inh = human TNAP enzyme inhibitors, primary screen, biochemical, colorimetric, phosphate release readout; Alkaline phosphatase, tissue-nonspecific isozyme (Homo sapiens), P05186; 21,000 tested, under 10 active; AID 614, 2007; purified TNAP, pNPP, malachite green phosphate absorbance; inhibition, % at 20 µM
* marks the source's active call; other numbers are inactive results.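 Rule for the calls: active = inhibition above 50% at the 20 µM single-dose screen; inactive = the rest.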

canonical_smiles	TNAP pNPP inh	TNAP Pi inh
COC(=O)[C@H](CC(C)C)NC(=O)NC1CCCc2ccccc21 (stereo not given in full)	7	12
Cn1c(CCN2CCOCC2)nc2cc(NC(=O)COc3ccccc3)ccc21	5	11
Cc1nnc(SCC2CCCO2)n1-c1ccccc1 (stereo not given)	-2	3
CN(C)c1ccc(-c2nn3c(-c4ccccc4Cl)nnc3s2)cc1	-1	5
CCOC(=O)N1CCN(S(=O)(=O)c2cc(OCC(N)=O)c(C)cc2Cl)CC1	0	0
N#Cc1nc(-c2cccs2)oc1NCCc1ccccc1	-14	-19
COc1ccc(Nc2nc(C)cc(C)c2C(N)=O)c(OC)c1	3	11
CC1CCCN(C(=O)Cn2c(=O)oc3ccccc32)C1 (stereo not given)	4	3
COC(=O)CSc1nc2cc3c(cc2cc1C)OCCO3	5	12
Cc1cc2cc(C(c3nnnn3Cc3ccco3)N3CCc4ccccc43)c(=O)[nH]c2cc1C (stereo not given)	-15	-9
CCc1nnc(NC(=O)c2ccc(S(=O)(=O)N3CCCCC3C)cc2)s1 (stereo not given)	5	12
O=C(CC(Nc1ccc(F)cc1)C(=O)O)c1ccccc1 (stereo not given)	2	13
CCS(=O)(=O)n1nc(NCc2cccc(OC)c2)nc1NCc1cccc(OC)c1	5	5
O=C(CN1CCOCC1)N(c1ccccc1)c1ccc2ccccc2c1	-13	-8
Cc1nc(NC(=O)CSc2nnnn2Cc2ccccc2)sc1C	1	5
Cc1ccc2cccc(SCC(=O)NCc3ccco3)c2n1	6	14
O=C(CNC(=O)c1ccc(Br)o1)Nc1cccc(-c2cnc3ccccc3n2)c1	2	10
CCOC(=O)c1ccc(NC(=O)CSc2nnc(COc3ccccc3OC)n2C)cc1	-6	-2
COc1ccc(-c2nnc(SCc3cc(C)cc(C)c3)o2)cc1	0	0
CCOC(=O)C1CCCN(CC(=O)NC2=Nc3ccccc3N=C(C)C2c2ccccc2)C1 (stereo not given)	8	8
CC1=CCC(C(=O)O)C(C(=O)O)C1 (stereo not given)	-2	4
COC(=O)c1ccc(Cn2nnc3c(sc4nc(N5CCOCC5)c5c(c43)CCCC5)c2=O)o1	0	6
O=C(CN1C(=O)CSC1=O)NCc1ccccc1	4	-14
CCOc1cc(C2NC(=O)NC(C)=C2C(=O)OCc2ccccc2)ccc1O (stereo not given)	6	4
Cc1c(CN(C)C)c2c(n1C)C(=O)c1ccc(Br)cc1-2	3	-11
CCN(CC)CCCOc1nc(C)nc2c1oc1ccccc12	4	0
CNS(=O)(=O)c1cc(OC)ccc1OC	5	17
CC1(C)CC(=O)C(Sc2nnc(-c3ccc(O)cc3)n2CC2CCCO2)C(=O)C1 (stereo not given)	-9	-5
CCN(C(=O)COC(=O)c1cccnc1SC)C1CCS(=O)(=O)C1 (stereo not given)	-4	9
COC(=O)[C@@H](NC(=O)N1CCN(c2cccc(C(F)(F)F)c2)CC1)C(C)C	4	11

Laid out differently: 2 of the compounds above
Under each structure – TNAP pNPP inh, TNAP Pi inh
Cc1nc(NC(=O)CSc2nnnn2Cc2ccccc2)sc1C
→ 1, 5
Cc1ccc2cccc(SCC(=O)NCc3ccco3)c2n1
→ 6, 14

More records:
canonical_smiles	TNAP pNPP inh	TNAP Pi inh
CCn1c(N2CCC(Cc3ccccc3)CC2)nc2c1c(=O)[nH]c(=O)n2C	5	-16
C=CCN=C(C)C1=C(O)CCC1=O	7	13
Cc1c(N=Cc2ccc[nH]2)c(=O)n(-c2ccccc2)n1C	6	13
Cc1ccc(-n2ncc(C#N)c2/N=C/N2CCN(C)CC2)cc1	6	20
S=c1[nH]nc(Cc2c[nH]c3ccccc23)o1	4	-9
Cc1ccc2nsnc2c1NS(=O)(=O)c1c(C)ccc2nsnc12	3	-5
O=S(=O)(c1ccccc1)c1nc(-c2ccco2)oc1N1CCCCCC1	2	16
COc1cccc(C(=O)N(Cc2cc3cc(C)ccc3[nH]c2=O)C(C)C)c1	0	6
CSCCC1NC2(C(=O)Nc3c(C)cc(Cl)cc32)[C@@H]2C(=O)N(C3CCCC3)C(=O)[C@H]12 (stereo not given in full)	4	14
C=CCNc1ccc(F)c(F)c1N1CCCCCC1=O	2	0
CSCC[C@H](NC(=O)NCCc1ccc(F)cc1)C(=O)O	2	0
CN(C)S(=O)(=O)c1ccc(C(=O)NCc2ccccc2)cc1	-1	2
O=C(NC1CCSC1=O)c1ccc(Cl)cc1 (stereo not given)	-2	-20
COCCc1ccc(OCC(O)CNC(C)C)cc1 (stereo not given)	0	4
Cc1ccc(Cn2ccc(NC(=O)c3cc(-c4ccccc4)on3)n2)cc1	0	0
O=S(=O)(c1ccc2c(c1)oc1ccccc12)N1CCOCC1	6	7
O=C(NCc1ccco1)c1cnn2c(C(F)(F)F)cc(-c3ccco3)nc12	-8	-14
COc1ccc(N2CCN(Cc3nc(N)nc(N4CCCc5ccccc54)n3)CC2)cc1	4	1
CCn1c(SCC(=O)Nc2oc(-c3ccccc3)c(-c3ccccc3)c2C#N)nnc1-c1ccco1	2	-23
COc1ccc(CCNC(=O)CN2C(=O)c3ccccc3S2(=O)=O)cc1OC	-5	-34
CC1CN(c2nc3c(c(=O)n(Cc4ccc(Cl)c(Cl)c4)c(=O)n3C)n2C)CC(C)O1 (stereo not given)	3	10
CC(=O)c1cc2c(cc1NC(=O)C1CC=CCC1C(=O)O)OCO2 (stereo not given)	0	0
Cn1c(SCc2nc3ccccc3[nH]2)nnc1-c1cnccn1	3	10
Clc1cccc(Cl)c1-c1nnc2ccc(N3CCOCC3)nn12	2	-3
Cc1cc(C)n2nc(NCc3ccccc3)nc2n1	0	6
COc1ccc(C2Nc3ccccc3C(=O)N2Cc2ccco2)cc1CN1C(=O)c2ccccc2C1=O (stereo not given)	4	8
COCCNC(=O)C(c1ccco1)N(Cc1ccc(OC)cc1)C(=O)Cn1nnc2ccccc21 (stereo not given)	0	9
CCOc1cccc(-c2nnc3sc(COc4ccccc4)nn23)c1	6	-6
C=CCn1c(Cc2c[nH]c3ccccc23)n[nH]c1=S	4	-10
Nc1nonc1-c1nc2ccccc2n1Cc1ccc(F)cc1	0	8
CC(C)c1nc(NCC2CCCO2)c(C#N)c2c1COC(C)(C)C2 (stereo not given)	0	4
COc1ccccc1NC(=O)c1ccc(Br)o1	4	-20
N#CCSc1ncnc2sc3c(c12)CCC3	1	6
O=C(Nc1ccccc1)c1cc(N2CCOCC2)nc2ccccc12	-3	1
CC(C)c1ccc(NC(=O)c2csnn2)cc1	-4	-5
O=C(COc1ccccc1)N(Cc1ccco1)C1CCS(=O)(=O)C1 (stereo not given)	2	8
CC(=O)OCC(=O)[C@@]12OC(C)(C)O[C@@H]1C[C@H]1[C@@H]3C[C@H](F)C4=CC(=O)C=C[C@]4(C)[C@@]3(F)[C@@H](O)C[C@@]12C	4	7
CC1(C)NC(=O)N(CCOc2ccc3c(c2)CCC3)C1=O	6	10
O=C(COc1ccc(S(=O)(=O)N2CCCCC2)cc1)NC1CCCCC1	3	14
CC(C)NC(=O)c1cc(=O)n(C)c(=O)n1C	-1	4
COC1(OC)C(=N/O)/C(=N\O)CCC1O (stereo not given)	5	12
N#CCCN(Cc1cccnc1)C(=O)Nc1cccc(Cl)c1	3	6
COCCNC(=O)C(c1cccs1)N(C(=O)Cn1nnc2ccccc21)c1ccc2c(c1)OCO2 (stereo not given)	3	11
Cc1cc(C(F)F)n2nc(C(=O)O)nc2n1	2	8
O=C(Nc1ccc(NC(=O)C2CC2)nc1)c1cccs1	0	0
C=C(C)COc1ccc(-c2[nH]ncc2-c2ccccc2OC)c(O)c1	8	16
COc1ccc(OCC(O)CNC(=O)c2ccc(Br)cc2)cc1 (stereo not given)	-2	-2
CCOC(=O)N1CCN(C(=O)Nc2ccc(Cl)cc2Cl)CC1	-1	14
CCN1CCN(c2oc(-c3ccc(OC)cc3)nc2C#N)CC1	0	0
O=C(Cn1c(CO)nc2ccccc21)Nc1cc(C(F)(F)F)ccc1N1CCOCC1	2	11
c1cncc(C(c2nnnn2C2CCCC2)N2CCN(Cc3ccc4c(c3)OCO4)CC2)c1 (stereo not given)	-1	8
Cn1c(=O)c2c(nc(NCc3ccco3)n2Cc2ccccc2Cl)n(C)c1=O	-2	0
CCOC(=O)Cc1[nH]nc2c1C(c1cc(OC)ccc1OC)C(C#N)=C(N)O2 (stereo not given)	5	9
O=C(Nc1ccc2c(c1)OC1(CCCC1)O2)C1CC1	5	10
CCOC(=O)c1ccc2ncc(C(=O)OCC)c(NCc3ccco3)c2c1	1	10
CN(C)CCCNc1oc(-c2ccccc2)nc1C#N	-16	-9
CCCS(=O)(=O)N1CCc2cc(OC)c(OC)cc2C1	7	13
O=C1c2ccccc2C(=O)N1CCCCCc1nc(-c2ccccc2)no1	-15	-3
Cc1cc(NC(=O)C2CC(c3cccc(Br)c3)=NO2)no1 (stereo not given)	9	18
COc1ccc(Cc2nn3c(-c4ccccc4Br)nnc3s2)cc1	6	8

Additional records:
canonical_smiles	TNAP pNPP inh	TNAP Pi inh
O=C(Nc1ccc2c(c1)oc1ccc(S(=O)(=O)N3CCCC3)cc12)C1CC1	2	10
COC(=O)CSc1nc2ccccc2c(=O)n1C	-3	12
COC(=O)CN(c1cccc(OC)c1)S(C)(=O)=O	6	16
COC(=O)c1cc(NC(=O)Cc2coc3cc(OC)ccc23)cc(C(=O)OC)c1	3	-15
COc1ccccc1N(CC(O)CN1C(=O)NC(C)(C)C1=O)S(=O)(=O)c1ccc(C)cc1 (stereo not given)	5	12
CCc1c(C)nc2ncnn2c1NCCc1ccc(OC)cc1	5	-16
O=C(c1cccs1)N1CCN(CCc2ccccc2)CC1	4	12
COc1ccc(N2CCCn3c2nc2c3c(=O)n(Cc3ccc(F)cc3)c(=O)n2C)c(OC)c1	0	7
CCSc1nnc2c(n1)[nH]c1c(C)cccc12	6	14
CCn1nc(C(=O)OCC(=O)NCCN2C(=O)CSC2=O)c2ccccc2c1=O	2	-5
COC(=O)c1ccc(C2/C(=C(\O)c3cccc(OC)c3)C(=O)C(=O)N2CCCN2CCOCC2)cc1 (stereo not given)	0	0
O=C(Oc1ccc2ccccc2c1Cl)N1CCCC1	-4	4
COc1ccc(Cn2c(C3CC3)nc3ccc(NC(=O)c4ccco4)cc3c2=O)cc1	6	0
COc1cccc(C2C(C(=O)c3sc(C)nc3C)=C(O)C(=O)N2CCN2CCOCC2)c1OC (stereo not given)	0	9
Cc1ccc(CSc2nnc(-c3ccccn3)n2C)cc1	-2	-3
NC(=O)c1ccc(-n2nnnc2Oc2ccccc2C(=O)N2CCOCC2)cc1	5	13
CCOc1ccc(NC2=NCC(=O)N2CCc2ccccc2)cc1	3	-16
Cc1c(C(=O)OCC(=O)N(CCC#N)c2ccccc2)oc2c1ccc1ccccc12	0	0
CCOC(=O)/C=C1\SCC(=O)N1CC(=O)c1ccc[nH]1	0	7
COc1ccc(OCc2ccc(C(=O)O)cc2)cc1	2	8
O=C(CSc1ncccc1-c1nc2ccccc2[nH]1)NCc1ccco1	1	7
COc1ccc(C2(C(=O)Nc3ccc(C(=O)O)cc3)CCOCC2)cc1	0	0
CCC(=O)Nc1cccc(NC(=O)CSc2nnnn2C2CCCC2)c1	4	10
CCCc1cc(=O)oc2cc(C)cc(OCC(=O)O)c12	0	7
CSc1ccccc1-n1nnnc1SCc1ccccc1	3	12
CC(=O)c1cccc(NC(=O)COc2ccc(S(=O)(=O)N3CCCCC3)cc2)c1	0	0
Clc1cccc(-c2nc3nc4ccccc4nc3n2Cc2ccco2)c1	3	-8
CCOC(=O)CCc1c(C)c2ccc(OC(C)C(=O)OCC)c(C)c2oc1=O (stereo not given)	2	12
O=C(CSC1=NCCS1)NC1CCCCC1	0	0
CCCc1nc(N2CCCC2)c(C#N)c2c1CCCC2	5	11

Complete entries, quoted from the list. Order of screens: TNAP pNPP inh	TNAP Pi inh
`COC(=O)[C@H](CC(C)C)NC(=O)NC1CCCc2ccccc21` (stereo not given in full) reads 7	12
`CC(C)c1ccc(NC(=O)c2csnn2)cc1` reads -4	-5
`COc1ccc(OCc2ccc(C(=O)O)cc2)cc1` reads 2	8

More results follow:
canonical_smiles	TNAP pNPP inh	TNAP Pi inh
CCOC(=O)C1CCCN(C(=O)c2c(-c3ccccc3Cl)noc2C)C1 (stereo not given)	0	4
CCOC(=O)c1ccc(CNC(=O)c2n[nH]c(=O)c3ccccc23)o1	0	0
CC(C)OC(=O)Nc1ccc(Oc2c(F)c(F)c(F)c(F)c2F)cc1	-5	-3
Cc1ccc2c(c1)cc(CN(Cc1ccc3c(c1)OCO3)C(=O)c1cnccn1)c1nnnn12	8	11
CCn1c(SCC(=O)O)nnc1C1CCCCC1	4	18
CC(C)(C)C1CCC2(CC1)C(C#N)=C(SCC(=O)Nc1ccccc1)NC(=O)C2C#N (stereo not given)	4	1
N#Cc1sc2nc3c(c(-c4cccnc4)c2c1N)CCC3	3	-12
COc1cccc(N(CC(=O)Nc2cccc(N(C)S(C)(=O)=O)c2)S(C)(=O)=O)c1	0	0
O=C1c2ccccc2S(=O)(=O)N1CC(O)COc1ccc(Cl)cc1 (stereo not given)	2	0
O=C(CSc1nnc(-c2ccccc2)n1Cc1ccccc1)N1CCCC1	-7	-4

Screens deposited in PubChem by Sanford-Burnham Center for Chemical Genomics.

The list is partial; count on the stated rates, not on these rows.
